Screens from PubChem BioAssay.
FECH block: human FECH heme synthesis enzyme inhibition. P22830. purified FECH, Ni-mesoporphyrin absorbance 550 nm. calls only at 10 µM (by protocol). AID 1671448. actives 3.3% (n = 20,000);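 active means enzyme reaction rate more than 3 SD below the solvent-only control wells on the same plate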;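 further: lower slope than DMSO wells means FECH inhibition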
Target sequence (P22830 whole entry, looked up): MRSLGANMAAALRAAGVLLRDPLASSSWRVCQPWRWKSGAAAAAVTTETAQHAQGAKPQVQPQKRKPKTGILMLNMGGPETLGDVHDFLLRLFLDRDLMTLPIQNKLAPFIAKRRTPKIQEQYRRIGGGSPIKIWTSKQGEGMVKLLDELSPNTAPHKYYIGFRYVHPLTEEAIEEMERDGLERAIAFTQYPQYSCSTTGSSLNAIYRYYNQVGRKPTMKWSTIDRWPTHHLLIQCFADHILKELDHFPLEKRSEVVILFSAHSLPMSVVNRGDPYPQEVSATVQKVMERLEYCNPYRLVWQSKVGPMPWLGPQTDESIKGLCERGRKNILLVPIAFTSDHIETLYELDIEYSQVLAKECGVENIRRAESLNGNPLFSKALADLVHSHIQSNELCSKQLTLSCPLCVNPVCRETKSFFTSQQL
Calls only; i = inactive; + = active, no number. An excerpt; the hit share may differ from the screen's.

The opening 15 entries, ahead of the listing:
FECH block | smiles
i | Cc1ccccc1Nc1nc(N2CCN(CCO)CC2)nc2c1cnn2-c1ccccc1
i | O=C(c1ccc(C2CCCN2)s1)N(Cc1ccccc1)Cc1nccs1 (stereo unspecified)
i | CNC(=O)Cn1cc(NC(=O)c2cccc(CN3CC=CCC3)c2)cn1
i | COc1cccc(CNC(=O)c2ccc(Nc3cc(-c4ccccc4)ncn3)cc2)c1
i | Cn1ncc2c(NCCCc3csc(N)n3)nc(C(C)(C)C)nc21
i | Cc1ccc(Cn2c(CNS(=O)(=O)c3ccc([N+](=O)[O-])cc3)nc3cccnc32)cc1
i | Nc1ccc(-n2ccc(-c3ccccc3)n2)cn1
i | CCCS(=O)(=O)NCCn1c(-c2ccc(C)cc2)nc2cccnc21
i | O=C(CN1CCCN(Cc2ccc(Cl)cc2)S1(=O)=O)Nc1ccccc1F
i | Cc1oc(-c2cccc(Cl)c2)nc1CSc1nc(-c2cccnc2)cc(=O)[nH]1
i | O=C1CCC2(CCN1)CCN(c1ncccc1Cl)CC2
i | C=CCN(Cc1ccc(SC)cc1)C(=O)[C@@H]1C[C@@H](O)CN1
i | COc1ccccc1CNC(=O)CN1CCCN(C(=O)C2CCCO2)CC1 (stereo unspecified)
i | CCOc1ccc(Cn2c(CNS(=O)(=O)c3ccc(C)cc3)nc3cccnc32)cc1
i | CC1(C)[C@]2(C(=O)NCCCc3nc4ccccc4o3)CC[C@@]1(C)OC2=O

All compounds of this part (from the top)
FECH block | smiles
i | Cc1ccccc1Nc1nc(N2CCN(CCO)CC2)nc2c1cnn2-c1ccccc1
i | O=C(c1ccc(C2CCCN2)s1)N(Cc1ccccc1)Cc1nccs1 (stereo unspecified)
i | CNC(=O)Cn1cc(NC(=O)c2cccc(CN3CC=CCC3)c2)cn1
i | COc1cccc(CNC(=O)c2ccc(Nc3cc(-c4ccccc4)ncn3)cc2)c1
i | Cn1ncc2c(NCCCc3csc(N)n3)nc(C(C)(C)C)nc21
i | Cc1ccc(Cn2c(CNS(=O)(=O)c3ccc([N+](=O)[O-])cc3)nc3cccnc32)cc1
i | Nc1ccc(-n2ccc(-c3ccccc3)n2)cn1
i | CCCS(=O)(=O)NCCn1c(-c2ccc(C)cc2)nc2cccnc21
i | O=C(CN1CCCN(Cc2ccc(Cl)cc2)S1(=O)=O)Nc1ccccc1F
i | Cc1oc(-c2cccc(Cl)c2)nc1CSc1nc(-c2cccnc2)cc(=O)[nH]1
i | O=C1CCC2(CCN1)CCN(c1ncccc1Cl)CC2
i | C=CCN(Cc1ccc(SC)cc1)C(=O)[C@@H]1C[C@@H](O)CN1
i | COc1ccccc1CNC(=O)CN1CCCN(C(=O)C2CCCO2)CC1 (stereo unspecified)
i | CCOc1ccc(Cn2c(CNS(=O)(=O)c3ccc(C)cc3)nc3cccnc32)cc1
i | CC1(C)[C@]2(C(=O)NCCCc3nc4ccccc4o3)CC[C@@]1(C)OC2=O
i | CC(C)c1noc(C2CCCN(C3CCC4(CCNCC4)CC3)C2)n1 (stereo unspecified)
i | O=C(CN1CCCCCC1=O)NCCNS(=O)(=O)c1ccc(Cl)cc1
i | Cn1ccnc1-c1ccc(N2CCC(n3nccc3NC(=O)C3CC3)CC2)nn1
i | c1cncc(-c2noc(C3CCCN(Cc4ncc[nH]4)C3)n2)c1 (stereo unspecified)
i | O=C(O)c1cccnc1CN1CCC[C@H]1CN1CCCC1

3 entries out of the list, arranged by number of heavy atoms, ascending:
FECH block | smiles
i | O=C(CN1CCCCCC1=O)NCCNS(=O)(=O)c1ccc(Cl)cc1
i | Cc1oc(-c2cccc(Cl)c2)nc1CSc1nc(-c2cccnc2)cc(=O)[nH]1
i | COc1cccc(CNC(=O)c2ccc(Nc3cc(-c4ccccc4)ncn3)cc2)c1

Continuation:
FECH block | smiles
i | Cc1nc(N(C)Cc2cccnc2)c2cnn(C)c2n1
i | CN(C)[C@@H]1Cc2ccccc2[C@H]1NC(=O)c1cn(-c2ccccc2)nn1
i | O=C(NC1CC(=O)N(c2ccccc2)C1)c1cccs1 (stereo unspecified)
i | COc1ncccc1C(=O)Nc1cnc2n1CCCC2
i | CC(NS(C)(=O)=O)C(=O)N1CCc2onc(-c3ccccc3F)c2C1 (stereo unspecified)
i | Cc1ccc(NC(=O)CC(=O)NCC(O)c2ccccc2Cl)cc1 (stereo unspecified)
i | Cc1cccc(Cn2c(=O)c3cnc(-c4ccc(Cl)cc4)nc3n(C)c2=O)c1
i | CCC(=O)Nc1nc2n(n1)C(c1c(F)cccc1Cl)C=C(c1ccc(Cl)cc1)N2 (stereo unspecified)
i | Cc1cc(F)ccc1NC(=O)CNCCCC1CCOC1 (stereo unspecified)
i | O=C1NCC(=O)N2C[C@H](Nc3nccc(CCC(F)(F)F)n3)C[C@@H]12
i | CCn1cc(CN(C(=O)c2nccc3ccccc23)C(C)C)cn1
i | O=C(Cc1csc(NC(=O)Nc2cccc(Cl)c2)n1)NCCc1ccc(Cl)cc1
i | COC(=O)CN1CCN(Cc2cccc3c2OCO3)C(C)C1=O (stereo unspecified)
i | CCc1c(C)nc(SCc2nc(-c3ccccc3)oc2C)[nH]c1=O
i | Cc1cccc(CNC(=O)c2ccccc2NC(=O)Cn2cc(Cl)cn2)c1
i | CNc1ccc(C)cc1C(=O)N1CCc2nc(N(C)C)[nH]c(=O)c2CC1
i | Cc1ccccc1-c1cn[nH]c1C1CCN(c2ncccc2C(=O)O)CC1
i | CN(Cc1nc(-c2cccnc2)no1)C(=O)c1nc2ccccc2s1
i | O=C(Nc1cccc(Cl)c1)N1CCN(c2cc(-c3ccc(F)cc3)ncn2)CC1
i | CCOc1ccc(N(Cc2nc3nc(C)cc(C)n3n2)C(=O)c2ccc(OC)cc2)cc1
i | COc1ccccc1NCc1cc(=O)n2[nH]c(-c3ccc(C(C)(C)C)cc3)nc2n1
i | CCC1=C(c2ccc(OC)cc2)S(=O)(=O)N(CC(=O)NCc2cccc(Cl)c2)C1=O
i | CC(C)c1nc(CN(C)Cc2ccc3ccccc3n2)cs1
i | CCn1ccnc1CN1CCC2(CCCN(C(=O)CCc3ccccc3)C2)C1 (stereo unspecified)
i | O=C(C1CCCN(c2ncnc3c2nc2n3CCCCC2)C1)N1CCN(c2ccc(F)cc2)CC1 (stereo unspecified)
i | CC(C)c1nnsc1CNC(=O)C(C)n1cnc2ccccc21 (stereo unspecified)
i | CCN(Cc1ccncc1)C(=O)c1ccc(C(C)N2CCCCC2)o1 (stereo unspecified)
i | C[C@@]1(O)CCN(C(=O)c2[nH]ncc2Cl)C[C@@H]1Cc1ccccc1
i | O=C(c1cn(-c2ccccc2)nn1)N1CCCC1CCc1ccccc1 (stereo unspecified)
i | O=c1cc(CNc2cccc(C(F)(F)F)c2)nc2nc(NCc3ccc(Cl)cc3)[nH]n12
i | CCC(C)N1C(=O)c2c(NC(C)=O)c3cc(F)ccc3n2CC1(C)C(=O)NC1CCCC1 (stereo unspecified)
i | Cc1cccc(-n2cc(CN(C)C(=O)C(=O)c3ccco3)cn2)c1
i | CN1CCNC(=O)C12CCN(Cc1ccccc1OCc1ccccc1)CC2
i | Cc1nn(C)c(C)c1CCC(=O)NCc1cnc2ccccn12
i | COc1ccc2cc(C3CN(S(=O)(=O)c4cn(C)c(C)n4)CCO3)ccc2c1 (stereo unspecified)
i | CCN(CC)CCCNC(=O)CC1CCN(S(=O)(=O)c2ccc(C)cc2)CC1
+ | Cc1ccc(-c2nc(C)cc(OCC(=O)Nc3ccc(C)c(F)c3)n2)cc1
i | COc1ccc(N(Cc2nc3nc(C)c(Cl)c(C)n3n2)C(=O)C(C)C)cc1
i | O=C1CN(Cc2ccc(F)cc2Cl)S(=O)(=O)c2ccccc2N1Cc1ccc(Cl)cc1
i | CCOc1ccccc1N(Cc1nc2nc(C)cc(=O)n2[nH]1)C(=O)c1ccccc1F
i | COc1ccc(S(N)(=O)=O)cc1-c1nc(C(C)C)no1
+ | CCCC(=O)Nc1nc2n(n1)C(c1ccccc1Cl)C=C(c1ccc(Cl)cc1)N2 (stereo unspecified)
i | Cc1cc(C)c(S(=O)(=O)Nc2cnc(N3CCC(N4CCCCC4)CC3)c(C(=O)O)c2)c(C)c1
i | CN(Cc1ccc(-n2cccn2)cc1)Cc1ccc(CO)o1
i | Cc1ccc(-c2ccc(N3CCC(C(=O)NC(C)C)CC3)nn2)cc1
i | Cn1cc(/C=C/C(=O)N(Cc2ccsc2)C(C)(C)C)cn1
+ | CCc1csc(CNC(=O)c2ncc[nH]2)n1
i | Cc1cc(N(C)C)nc(Nc2ccc(NC(=O)COc3ccccc3)cc2)n1
i | COc1ccc(N2C(=O)CCS2(=O)=O)cc1S(=O)(=O)Nc1ccc(Cl)cc1
i | NS(=O)(=O)c1ccc(CCNC(=O)c2ccc(N3CCOc4ccccc43)s2)cc1
i | COc1ccc(OCC(=O)Nc2cc(C)nn2-c2ncnc3c2cnn3-c2ccccc2)cc1
i | CCN(CC)C(=O)c1cn(C2CCN(C(=O)C3(N)CCCC3)CC2)nn1
i | Cc1cc(O)cc(C)c1CN1CCOC(CCCc2ccccc2)C1 (stereo unspecified)
i | Cc1nn(C)c(Cl)c1S(=O)(=O)N1CCCC2(CCN(C)CC2)CC1
i | CN1CCC(Cc2noc(C3CCCCO3)n2)CC1 (stereo unspecified)
i | CCCCOc1ccc(C(=O)Nc2ccc(Nc3nc(C)cc(Nc4ccc(OC)cc4)n3)cc2)cc1
i | CC(=O)Nc1c2n(c3ccccc13)CC(C)(C(=O)NC1CCCCC1)N(Cc1ccc(F)cc1)C2=O (stereo unspecified)
i | Cc1nonc1OCCNC(=O)CCN1CCCCCCC1
i | COc1ccc(S(=O)(=O)NCc2nc3cccnc3n2C)cc1
i | Cc1ccc(C)c(NC(=O)C2CCN(c3ncnc4c3nc3n4CCCCC3)CC2)c1

Remaining list, next part:
FECH block | smiles
i | Nc1cc(-c2ccc(-c3ccn[nH]3)cc2)ccn1
i | O=C(Nc1ccc(Cl)c(N2CCCS2(=O)=O)c1)c1cccc(C(F)(F)F)c1
i | CCc1[nH]c2ccc(CNC(=O)Cc3ccc4c(c3)NC(=O)CO4)cc2c1C
i | COc1cccc(Nc2nc(N3CCOCC3)nc3c2cnn3-c2ccccc2)c1
i | Cc1cccc2nc(C(=O)N3CCNCC3C(=O)NC3CC3)cn12 (stereo unspecified)
i | Cc1ccc(CNC(=O)c2nc(N3CCCC3)c3oc4ccccc4c3n2)o1
i | CCOc1ccc(CNc2nc(-c3nnc(-c4ccc(F)cc4)o3)nc3ccccc23)cc1
i | Cc1cc(NC(=O)CC(C)C)n(-c2ncnc3c2cnn3-c2cccc(Cl)c2)n1
i | Cc1ccc(N2CC(NC(=O)c3ccc4c(c3)OCO4)CC2=O)cc1 (stereo unspecified)
i | COc1ccc(-c2nc(C(N)=O)c3c(n2)n(-c2ccc(C)c(C)c2)c(=O)n3Cc2ccccc2)cc1
i | C=CCN(Cc1ccncc1)C(=O)C1=C(C)NC(=O)NC1c1cccnc1 (stereo unspecified)
i | Cc1ccc(OCc2cc(=O)n3oc(C)cc3n2)c(NC(=O)CC(C)C)c1
i | Cc1cccc(S(=O)(=O)N2CCN(c3nc(C)cc(N4CCOCC4)n3)CC2)c1
i | O=C(c1cn[nH]n1)N(Cc1cccnc1)Cc1ccsc1
i | CCCNC(=O)C1CCC(Cn2c(=O)c3sccc3n(CC(=O)NCCC(C)C)c2=O)CC1 (stereo unspecified)
i | Cc1ccccc1C1=CCN(c2ncc(NS(=O)(=O)c3cc(F)ccc3C)cc2C(=O)O)CC1
i | CCn1nc(C)c(NC(=O)CN(C)Cc2cnn(-c3cccc(C)c3)c2)c1C
i | CCC(CC)n1nc(C)cc1NC(=O)c1ccc(C2CCCO2)s1 (stereo unspecified)
i | Cc1ccc(CC(=O)N2CCC3(CC2)c2ccccc2[C@@H](N)[C@@H]3O)cc1C
i | Cn1ccnc1C(=O)N(CCO)CCSc1ccc(Cl)cc1
i | Cc1cc(N2CCCC2)nc(Nc2ccc(NC(=O)c3ccc(Br)o3)cc2)n1
i | COc1cccc(OC(C)c2n[nH]c(Cc3ccccc3)n2)c1 (stereo unspecified)
i | CN1CCC2(CC1)CCN(C(=O)CCn1nnc3ccccc31)C2
i | CCc1cccc(NC(=O)C2CCCN2C(=O)c2ccc(-c3noc(C)n3)cc2)c1 (stereo unspecified)
i | CN1CCC2(CC1)CCN(S(=O)(=O)c1c(F)cccc1F)C2
i | c1cncc(Cn2ccnc2-c2ccc(-n3ccnc3)cc2)c1
i | Cc1cccc(NC(=O)N2CCC(n3cc(-c4ccccn4)nn3)CC2)c1C
i | CCOC(=O)c1cc2n(n1)CC(C)(C(=O)NC1CCCCC1)N(c1cccc(Cl)c1)C2=O (stereo unspecified)
i | Cc1nnc(SCCCNC(=O)c2c(C)nc3sccn23)s1
i | CCCN1CC(NC2CCN(Cc3cccnc3)CC2)CC1=O (stereo unspecified)
i | Cc1nc2nc(N(CCOc3ccccc3)S(=O)(=O)c3ccccc3)nn2c(C)c1Cl
i | Cc1ccnc(NCCNCc2nnc(-c3ccc(C)n3C)o2)c1
i | CCOC(=O)N1CCC(NC(CC)c2cc(C)ccn2)CC1 (stereo unspecified)
i | CCOc1ccc(C(=O)N(C)Cc2cccc3cnccc23)o1
i | CCCN1CCN(CCCNC(=O)c2cccn2-c2nnc(N3CCCCC3)s2)CC1
i | Fc1ccc(-c2cncnc2)c(Cl)c1
i | NC1(C(=O)O)CCN(Cc2ccc3occc3c2)C1 (stereo unspecified)
i | Cc1ccc(CN2CCN(C(=O)c3n[nH]c4c3CCC4)C(C)C2=O)cc1 (stereo unspecified)
i | COCc1ccc(C(=O)Nc2ccccc2C(=O)N(C)c2ccccc2)o1
i | CN(C)CCn1ccnc1-c1coc(-c2ccccc2)n1
+ | O=C(NC(c1ccccc1)c1ccccc1)c1nc[nH]c1C(=O)NCc1ccccn1
i | Cc1c(C(=O)N2CCN(C)C3(CCN(C)CC3)C2)nnn1Cc1ccccc1
i | CSCCC1CC(=O)Nc2n[nH]c(C3CCC3)c21 (stereo unspecified)
i | CCOc1ccc(-c2nc(CSc3nc(-c4cccc(OC)c4)cc(=O)[nH]3)c(C)o2)cc1
+ | CCc1ccc2c(c1)-c1ccccc1S(=O)(=O)N2CC(=O)N1CCN(CC)CC1
i | O=C(O)c1c(S(=O)(=O)N[C@@H]2C[C@H]2c2ccccc2)sc2c1CCNC2
i | Cc1ccc(C)c(NC(=O)N2CCC(n3cnc4cccnc43)CC2)c1
i | O[C@@H]1CN(c2ncnc3nc[nH]c23)CC[C@H]1N1CCN(c2ccccc2F)CC1
